rTrxR1 inhibitor – qHTS Assay for Inhibitors of Mammalian Selenoprotein Thioredoxin Reductase 1 (TrxR1): qHTS; recombinant rTrxR1, NADPH fluorescence consumption, selenite substrate; Potency, µM (titrated, usually from 114 µM), without a hit: at the top dose activity change, negative = inhibition, most hits filed as inhibitors; 390,000 compounds, 1% hits; also: potency is read from the fitted curve at half-maximal effect; % is scaled to controls: 0 for no effect and ±100 for the full control effect; nearly all actives have a fitted effect of over 65% in size
Target sequence (O89049 whole entry, looked up): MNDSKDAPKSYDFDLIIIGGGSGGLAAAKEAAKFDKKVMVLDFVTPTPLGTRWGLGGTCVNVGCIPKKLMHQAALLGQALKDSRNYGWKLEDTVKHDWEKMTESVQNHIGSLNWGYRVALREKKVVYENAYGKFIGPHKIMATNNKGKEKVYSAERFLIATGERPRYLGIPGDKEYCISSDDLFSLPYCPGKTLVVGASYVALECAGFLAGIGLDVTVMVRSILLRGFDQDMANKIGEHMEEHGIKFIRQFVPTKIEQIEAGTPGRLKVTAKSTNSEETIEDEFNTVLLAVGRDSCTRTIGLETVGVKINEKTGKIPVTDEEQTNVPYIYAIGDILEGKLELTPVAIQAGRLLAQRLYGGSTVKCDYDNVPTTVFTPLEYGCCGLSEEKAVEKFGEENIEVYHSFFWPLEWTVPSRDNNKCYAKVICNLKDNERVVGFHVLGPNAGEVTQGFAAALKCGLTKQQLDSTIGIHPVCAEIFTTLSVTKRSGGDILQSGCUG
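Rat TrxR1 (90 nM in the dispensed reagent) was pre-reduced with 400 uM NADPH for 5 min at room temperature, then incubated with compound for 15 min. After 400 uM selenite was added, NADPH fluorescence (Ex 340/Em 450 nm) was followed for 8 min.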
IDH1 R132H inh – qHTS for Inhibitors of mutant isocitrate dehydrogenase 1 (IDH1): qHTS; IDH1-R132H enzyme, NADPH consumption, diaphorase/resazurin fluorescence; Potency, µM (top dose mostly 76.6 µM), for the others: at the top dose activity change, negative = inhibition, actives largely listed as inhibitors; 390,000 compounds, 0.093% hits; AID 602179, 2012; also: potency is read from the fitted curve at half-maximal effect; % is scaled to controls: 0 for no effect and ±100 for the full control effect; nearly all actives have a fitted effect of over 65% in size
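IDH1-R132H (0.5 ug/mL) preincubated 30 min with compound, then NADPH (0.016 mM) and alpha-KG (2 mM) added; 80 min at RT, pH 7.5. Remaining NADPH coupled via diaphorase/resazurin to fluorescence (540/590 nm); concentration-response curves normalized to no-enzyme control.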
D2 agonist – HTS Assay for Allosteric Agonists of the Human D2 Dopamine Receptor: Primary Screen for Agonists; D(2) dopamine receptor (Homo sapiens), P14416; HEK293 T-REx D2 cells, calcium flux agonist mode; activation, % at 2 µM; 340,000 compounds, 0.53% hits;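 active = activation over 3 SD above normal in the single-dose calcium agonist read, cut at about 30% in these data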; also: 0% is about no effect
Target sequence (P14416 whole entry, looked up): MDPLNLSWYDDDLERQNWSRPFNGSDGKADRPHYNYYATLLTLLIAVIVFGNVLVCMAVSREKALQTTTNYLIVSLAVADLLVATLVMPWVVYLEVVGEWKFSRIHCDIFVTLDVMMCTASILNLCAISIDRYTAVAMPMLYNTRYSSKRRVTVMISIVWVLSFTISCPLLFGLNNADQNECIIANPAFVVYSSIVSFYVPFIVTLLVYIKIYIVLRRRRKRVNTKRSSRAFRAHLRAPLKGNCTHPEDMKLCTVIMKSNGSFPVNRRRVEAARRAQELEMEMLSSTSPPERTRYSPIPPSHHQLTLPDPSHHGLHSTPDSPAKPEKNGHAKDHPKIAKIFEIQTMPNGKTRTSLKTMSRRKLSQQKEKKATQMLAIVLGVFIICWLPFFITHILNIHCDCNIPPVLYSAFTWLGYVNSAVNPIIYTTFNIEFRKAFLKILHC
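Agonism scored from kinetic calcium signal (1 read/sec, 180 s) following compound pin transfer, after a 10 s baseline. Cells: HEK293 Trex line expressing inducible D2 receptor coupled to calcium, dye-loaded after overnight culture at 30 C.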
USP1 inh – Inhibitors of USP1/UAF1: Primary Screen. recombinant USP1/UAF1, Ub-Rhodamine cleavage fluorescence. Potency, µM (highest dose often 57.1 µM), for the others: top-dose activity change, negative = inhibition, hits mostly inhibitors. 390,000 compounds, 0.23% hits; also: potency is read from the fitted curve at half-maximal effect; % is scaled to controls: 0 for no effect and ±100 for the full control effect; nearly all actives have a fitted effect of over 60% in size; inactives centre near -12
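Step one: compound is pinned into 1nM USP1/UAF1 in HEPES pH 7.8 buffer with TCEP. Step two: 15 min room-temperature incubation. Step three: Ub-Rho (150nM final) starts cleavage, tracked by fluorescence over six one-minute reads.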
TRHR PAM – qHTS for Small Molecule Agonists and Allosteric Enhancers of Human TRH Receptor: Primary Screen for Enhancers | AID 493056, 2011 | enhancement, % at 2 µM | Thyrotropin-releasing hormone receptor (Homo sapiens), P34981 | TRHR cells, fluo-8 calcium fluorescence, EC20 TRH enhancement | 360,000 compounds, 0.66% hits; in the data active = enhancement above about 30%; also: 0% is about no effect
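TRHR-expressing cells loaded with fluo-8 calcium dye were read kinetically (ex 480/em 530) during compound addition, then stimulated with an EC20 of TRH (10 nM final). Enhancement of the Gq-mediated intracellular calcium response was scored.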
D2 antagonist – HTS Assay for Allosteric Antagonists of the Human D2 Dopamine Receptor: Primary Screen for Antagonists | D(2) dopamine receptor (Homo sapiens), P14416 | HEK293 TREx D2 cells, calcium flux, dopamine EC80 | inhibition, % at 10 µM | 340,000 compounds, 2% hits; in the data active = inhibition above about 30%; also: 0% is about no effect
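Inhibition of EC80 dopamine-driven calcium flux, recorded kinetically, defines activity here; cells are a tetracycline-induced HEK293 T-REx line expressing force-coupled D2.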
TrxR1 substrate – qHTS Assay for Substrates of Mammalian Selenoprotein Thioredoxin Reductase 1 (TrxR1): qHTS; Thioredoxin reductase 1, cytoplasmic (Rattus norvegicus), O89049; purified TrxR1 substrate turnover, NADPH consumption readout; Potency, µM (series often up to 114 µM), inactives show at the highest dose activity change, negative = substrate turnover; 390,000 compounds, 0.01% hits; also: potency is read from the fitted curve at half-maximal effect; % is scaled to controls: 0 for no effect and ±100 for the full control effect; nearly all actives have a fitted effect of over 50% in size
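Rat TrxR1, dispensed at 90 nM, was prereduced with 400 uM NADPH (final) for 5 min at ~22 deg C, then incubated with compound 15 min before 400 uM selenite. A first-read NADPH fluorescence drop versus no-compound background flagged substrates.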
Pin1 inh – qHTS Assay to Find Inhibitors of Pin1; Peptidyl-prolyl cis-trans isomerase NIMA-interacting 1 (Homo sapiens), Q13526; Pin1 FP peptide displacement, HiFluor488, 10 min; Potency, µM (doses to about 115 µM), inactives show at the top dose activity, negative = inhibition, hits mostly inhibitors; 390,000 compounds, 0.009% hits; AID 504891, 2011; active = well fitted inhibition curve with a large enough effect in the polarisation, with a control signal flat, not every such curve was filed as active; inconclusive = small, poorly fitted or top-dose-only effect, or effect the other way, or a change in a side signal; inactive = no such curve, though single readings can be large or run the other way; the % refers to the polarisation; also: potency is read from the fitted curve at half-maximal effect; % is scaled to controls: 0 for no effect and ±100 for the full control effect
TRHR agonist – qHTS for Small Molecule Agonists and Allosteric Enhancers of Human TRH Receptor: Primary Screen for Agonists. Thyrotropin-releasing hormone receptor (Homo sapiens), P34981. TRHR cells, calcium flux fluo-8, FDSS agonist mode. activation, % at 2 µM. 360,000 compounds, 0.18% hits; in the data active = activation above about 30%; also: 0% is about no effect
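Read-out: compound-evoked intracellular calcium rise in TRHR cells, fluo-8 dye, kinetic FDSS fluorescence at 1 s/cycle following a 10-cycle baseline. Cells cultured overnight before dye loading (30 min–1.5 h, RT).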
* hit, by the source's call; u = inconclusive; x = no result given; & = joins results of further samples; [ ] = remark or other dose. Unless noted, calls follow the shape of the dose curve; as a rule, active = well fitted inhibition curve with a large enough effect; inconclusive = small, poorly fitted or top-dose-only effect; inactive = no such curve, though single readings can be large or run the other way. Only part of the results is shown (hit frequency here may not be typical).

No.	mol	rTrxR1 inhibitor	IDH1 R132H inh	D2 agonist	USP1 inh	TRHR PAM	D2 antagonist	TrxR1 substrate	Pin1 inh	TRHR agonist
1	Cc1ccc2c(CN3CC=C(c4ccccc4)CC3)cc(=O)oc2c1C	u	3%	1.0	-25%	3	10	-7%	0%	0.6
2	CCCCOCCCN1C(C)=CC(=C2C(=O)NC(=S)NC2=O)C=C1C	30%	-6%	-0.2	-27%	8	18	5%	-3%	1.2
3	CSc1ncc(CN2CCCC(C(=O)c3ccccc3SC)C2)cn1 (stereo not given)	16%	7%	-1.4	-14%	2	5	-5%	-3%	-0.4
4	O=C1/C(=C/c2cc3c(cc2Cl)OCO3)N2CCC1CC2	x	x	-0.6	x	0	-8	x	x	0.0
5	Clc1cccc(CN2CCCCC2c2cccnc2)c1 (stereo not given)	1%	2%	0.8	-16%	3	-3	-7%	0%	-0.2
6	Cc1ccc(N2C(=O)NC(=O)/C(=C\c3ccc([N+](=O)[O-])o3)C2=O)cc1	x	x	0.9	x	9	19	x	x	2.4
7	Cc1nn(Cc2ccccc2)c(C)c1C(=O)OCC(=O)Nc1cccc(S(N)(=O)=O)c1	25%[57.1 µM]	-4%	0.0	-13%	2	-3	3%[57.1 µM]	-8%	0.5
8	CC(=O)N1CN2CN(C(C)=O)CC(C(=O)c3ccc([N+](=O)[O-])cc3)(C2)C1	-12%	-6%	2.0	-7%	-6	0	-8%	-1%	-0.8
9	Nc1cc(Cl)cc(C(=O)O)c1Cl	50%[activator]	-6%	0.8	-23%	6	3	14%	-9%	0.3
10	CN(C)CC1CSCCC1(O)c1ccc(Cl)cc1 (stereo not given)	-27%	1%	0.8	-3%	-5	2	-15%	3%	0.7
11	CN1C(=O)c2ccccc2NC(=O)C1Cc1ccccc1 (stereo not given)	5%[57.1 µM]	0%	0.1	-9%	-8	-1	7%	-1%	0.9
12	NCCc1cc(O)c(O)cc1O	56µM*	16%&20%	x	u	x	x	-9%&-2%	u	x
13	CCN(CC)c1ccc(N=Cc2c(O)n(CCc3ccc(OC)c(OC)c3)c(=O)[nH]c2=O)cc1	12%[57.1 µM]	3%	10	u	3	3	-15%	u	4.8
14	C=CCn1c(O)c(C(CC)=Nc2ccc3c(c2)CCC3)c(=O)[nH]c1=O	-14%[57.1 µM]	-4%	0.9	14%	10	-1	0%[57.1 µM]	0%	-0.6
15	COc1ccc2c(c1OC)C(=O)OC2c1c(O)n(C2CCCCC2)c(=O)[nH]c1=O (stereo not given)	-9%[57.1 µM]	7%	x	-18%	4	x	9%[57.1 µM]	u	0.1
16	CCc1ccc(NC(=O)Cn2c(=O)oc3cc(S(=O)(=O)NCc4ccccc4)ccc32)cc1	-13%	1%	x	-3%	9	x	-14%	u	-0.5
17	CC1(C)CC(n2[nH]c(=O)c3c2NC(=O)CSC3c2ccc(F)cc2)CCO1 (stereo not given)	15%[57.1 µM]	9%	0.4	-23%	14	4	13%[57.1 µM]	3%	0.2
18	O=C(O)c1cccc(N=Nc2c(O)[nH]c(=O)[nH]c2=O)c1	11%	5%	-0.4	-15%	-5	-4	5%	-11%	-0.9
19	COc1cc2c(c(OC)c1OC)-c1ccc(O)cc1[C@@H](NC(C)=O)CC2	15%	-12%	0.7	-17%	-3	-7	0%	-12%	0.1
20	COCCN1C(=O)NC(=O)/C(=C\c2ccc(F)cc2)C1=O	-16%	0%	x	-25%	7	x	2%	7%	0.0
21	Cn1c(O)c(C=Nc2ccc(N3CCOCC3)cc2)c(=O)n(C)c1=S	9%[57.1 µM]	13%	6.4	u	-4	-10	6%[57.1 µM]	u	11
22	Cc1ccc(CC(=O)N2CCN(C)CC2)cc1	11%	-11%	-0.2	3%	-1	-7	-2%	-1%	-0.6
23	COc1ccc(CC2(CCc3ccncc3)C(=O)NC(=O)NC2=O)cc1	12%[57.1 µM]	-4%	0.1	-14%	4	2	3%[57.1 µM]	4%	0.3
24	COC(=O)C1=C(c2cccc(C#N)c2)C[C@@H]2CC[C@H]1N2C(=O)NCc1ccco1	2%	-9%	-0.9	-13%	-3	-6	2%	-5%	-0.4
25	COC(=O)C1=C(c2c(C)noc2C)C[C@@H]2CC[C@H]1N2C(=O)NCCOc1ccccc1Cl	12%	7%	-1.0	-26%	-4	0	2%	-5%	-0.2
26	Cc1ccc2c(c1)NP(=S)(Oc1ccccc1)N2 (stereo not given)	4%[57.1 µM]	5%	x	-13%	x	x	2%[57.1 µM]	-2%	x
27	COC(=O)C1=C(c2ccc(F)cc2OCc2ccccc2)C[C@@H]2CC[C@H]1N2C(=O)NC(C)C	10%[57.1 µM]	11%	1.0	-31%	2	6	0%[57.1 µM]	1%	-0.2
28	CC(C)(C)C(=O)C(Oc1ccc(Cl)cc1)n1cncn1 (stereo not given)	0%[57.1 µM]	14%	x	1%	x	x	-11%	-2%	x
29	O=CC(Br)P(=O)(N1CCOCC1)N1CCOCC1 (stereo not given)	u	4%	0.0	-2%	16	3	0%	-1%	0.6
30	CCn1c(O)c(N=Nc2ccc(S(=O)(=O)N3CCOCC3)cc2)c(=O)n(CC)c1=S	20%	-13%	-1.0	-13%	-6	-2	-3%	-2%	0.0
31	O=C(CN1CC(c2ccccc2)CC1=O)NCc1ccc(F)cc1 (stereo not given)	10%	-11%	-0.3	2%	-4	-8	-4%	0%	0.4
32	Cc1cc(Br)ccc1N1C(=O)CC(=O)NC1=O	u	9%	0.0	-18%	0	18	6%[0.457 µM]	u	0.6
33	CN1C(=O)C(Cc2ccc3c(c2)OCO3)C(=O)N(C)C1=O	x	x	-1.9	x	5	-5	x	x	0.7
34	Cn1c(=O)c2c(nc(-c3ccc(N(CCCl)CCCl)cc3)n2C)n(C)c1=O	-55%	0%	x	-11%	x	x	327%[activator][57.1 µM]	86%[activator]	x
35	CCCCn1c(=O)c(C(=O)Nc2ncccc2C)c(O)c2ccccc21	21%	4%	-0.3	-28%	-3	19	7%	2%	0.9
36	CC(=O)N1CCC(N2CCCC(C(=O)c3cccc(Cl)c3)C2)CC1 (stereo not given)	2%[57.1 µM]	4%	84*	-4%	-10	78*	1%	-1%	-1.0
37	CCOP(=O)(OCC)C(O)c1ccc(OC)c(OC)c1 (stereo not given)	1%[57.1 µM]	3%	0.1	3%	0	-4	3%[57.1 µM]	-9%	0.9
38	COc1ccc(CCNC2CCCCC2)cc1OC	10%[57.1 µM]	14%	0.1	u	3	-4	-4%[57.1 µM]	-5%	-0.1
39	CC(=O)Nc1ccc(N=Cc2c(O)n(Cc3ccco3)c(=O)[nH]c2=O)cc1	-52%	16%	0.5	-10%	-4	-2	-4%[57.1 µM]	u	0.5
40	COC(=O)C1=C(c2ccc(F)cc2OCc2ccccc2)C[C@@H]2CC[C@H]1N2C(=O)NCc1ccc(OC)cc1	13%	5%	-0.5	u	23	-8	-3%	u	-0.4
41	CCOc1ccc(/C=C2/C(=O)NC(=O)N(CCc3ccc(F)cc3)C2=O)cc1	28µM*	-5%	x	-18%	0	x	1%	5%	0.4
42	Cc1ccc(S(=O)(=O)Nc2ccc3c(c2)CC(=O)N([C@H](C)CO)C[C@@H](C)[C@H](CN(C)S(=O)(=O)c2ccccc2)O3)cc1	u	-9%	x	7%	x	x	-4%	22%	x
43	CCC(CO)Nc1ccc([N+](=O)[O-])c2cccnc12 (stereo not given)	-12%	4%	-0.2	-26%	2	6	-24%	u	-1.4
44	CCN(CC)c1ccc(N=Cc2c(O)n(-c3ccc(Cl)cc3)c(=O)[nH]c2=O)cc1	-1%	0%	-0.1	-24%	-1	6	3%	u	2.2

For reference, some entries already given.
No.	mol	rTrxR1 inhibitor	IDH1 R132H inh	D2 agonist	USP1 inh	TRHR PAM	D2 antagonist	TrxR1 substrate	Pin1 inh	TRHR agonist
31	O=C(CN1CC(c2ccccc2)CC1=O)NCc1ccc(F)cc1 (stereo not given)	10%	-11%	-0.3	2%	-4	-8	-4%	0%	0.4
32	Cc1cc(Br)ccc1N1C(=O)CC(=O)NC1=O	u	9%	0.0	-18%	0	18	6%[0.457 µM]	u	0.6
33	CN1C(=O)C(Cc2ccc3c(c2)OCO3)C(=O)N(C)C1=O	x	x	-1.9	x	5	-5	x	x	0.7
34	Cn1c(=O)c2c(nc(-c3ccc(N(CCCl)CCCl)cc3)n2C)n(C)c1=O	-55%	0%	x	-11%	x	x	327%[activator][57.1 µM]	86%[activator]	x
35	CCCCn1c(=O)c(C(=O)Nc2ncccc2C)c(O)c2ccccc21	21%	4%	-0.3	-28%	-3	19	7%	2%	0.9
36	CC(=O)N1CCC(N2CCCC(C(=O)c3cccc(Cl)c3)C2)CC1 (stereo not given)	2%[57.1 µM]	4%	84*	-4%	-10	78*	1%	-1%	-1.0

Source: PubChem (National Center for Advancing Translational Sciences (NCATS))
